# Source: PubChem
# GPR55 beta-arrestin: GPR55 agonists via beta-arrestin recruitment, primary screen, imaging, U2OS cells, beta-arrestin-GFP redistribution (AID 1961); G-protein coupled receptor 55 (Homo sapiens); activation, % at 10 µM, or EC50 in µM where a hit was titrated; U2OS GPR55 beta-arrestin-GFP redistribution imaging; higher % means a stronger effect; hit rate 0.048% among 290,000;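 active means activation above 40% with more than 50 cells counted in the well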;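 further: U2OS osteosarcoma cells stably expressing GPR55 and beta-arrestin-GFP; plate controls were DMSO negative control for no effect and LPI positive control for full effect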
# NOD1 NF-kB reporter: NOD1 signaling inhibitors, primary screen, cell-based, luminescence, uHTS (AID 1578); NOD1-driven NF-kB luciferase reporter cells, luminescence; higher % means a stronger effect; inhibition, % at 4 µM; hits with a dose series show EC50 in µM; hit rate 1% among 290,000; in the data active means inhibition mostly above about 36%, no sharp cut-off; inactive means mostly below about 34%;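 further: HEK-293T reporter cells stimulated with the NOD1 agonist gamma-tri-DAP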
# KOR beta-arrestin-1: KOR antagonists, beta-arrestin recruitment, cell-based, luminescence, uHTS (AID 1778). Kappa-type opioid receptor (Homo sapiens). KOR beta-arrestin recruitment, luminescence, antagonist mode; higher % means a stronger effect. inhibition, % at 10 µM, or IC50 in µM where a hit was titrated. hit rate 0.091% among 290,000; in the data active means inhibition above about 50%; further: strong numbers were not always called active
# K1F lysis inhibition: inhibition of K1F phage lysis, E. coli UTI89, bacterial capsule biogenesis inhibitors, alamar blue (AID 488966) | E. coli UTI89 K1F phage lysis, alamar blue, 2 h; higher % means a stronger effect | one-dose inhibition, % at 100 µM; IC50 in µM for titrated hits | hit rate 0.02% among 340,000;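 active means phage lysis inhibition, versus mean bacterial control, above a set limit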;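 further: capsule biogenesis inhibitors block K1F phage lysis so surviving cells raise fluorescence; higher fluorescence means more inhibition of phage lysis; actives were called in the ten point dose series up to 300 µM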
# GPR35 antagonists: GPR35 antagonists blocking zaprinast-driven arrestin recruitment, primary screen, imaging, U2OS, beta-arrestin-GFP, zaprinast agonist (AID 2058); G-protein coupled receptor 35 (Homo sapiens); U2OS GPR35 beta-arrestin-GFP translocation imaging, zaprinast antagonism; higher % means a stronger effect; one-dose inhibition, % at 10 µM; IC50 in µM for titrated hits; hit rate 0.052% among 290,000;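 active means inhibition of at least 50% with at least 30 cells and total cytoplasm GFP at most 10,000,000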
# NTR1 agonist: agonists of NTR1, primary screen, imaging, U2OS cells, beta-arrestin-GFP, high content (AID 493036); activation, % at 20 µM; Neurotensin receptor type 1 (Homo sapiens), P30989; NTR1-U2OS beta-arrestin-GFP spot imaging, agonist mode; hit rate 0.17% among 330,000;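 active means activation at or above 40% of the spot to cytoplasm intensity ratio, with at least 20 cells analyzed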;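 further: 0% = DMSO without peptide and 100% = 100 nM NTR1 peptide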
# Target sequence (P30989 whole entry, looked up): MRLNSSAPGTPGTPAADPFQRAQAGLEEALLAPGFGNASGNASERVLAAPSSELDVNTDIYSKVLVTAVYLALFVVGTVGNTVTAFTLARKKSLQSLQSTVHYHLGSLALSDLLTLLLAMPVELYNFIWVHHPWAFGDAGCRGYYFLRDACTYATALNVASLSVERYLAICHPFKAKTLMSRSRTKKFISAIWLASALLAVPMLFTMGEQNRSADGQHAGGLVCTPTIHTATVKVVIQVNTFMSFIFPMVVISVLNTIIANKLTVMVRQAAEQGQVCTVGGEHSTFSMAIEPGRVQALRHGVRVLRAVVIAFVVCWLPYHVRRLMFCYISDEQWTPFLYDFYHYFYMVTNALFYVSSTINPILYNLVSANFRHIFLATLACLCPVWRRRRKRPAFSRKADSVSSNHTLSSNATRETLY
# GPR55 LPI antagonism: GPR55 antagonists blocking LPI-driven arrestin recruitment, primary screen, imaging, U2OS, beta-arrestin-GFP, LPI agonist (AID 2013). G-protein coupled receptor 55 (Homo sapiens). U2OS GPR55 beta-arrestin-GFP translocation imaging, LPI antagonism; higher % means a stronger effect. inhibition, % at 10 µM; hits with a dose series show IC50 in µM. hit rate 0.13% among 290,000;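 active means spots per cell inhibited over 60%, with over 100 cells counted and total cytoplasm intensity under 500,000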;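 further: U2OS cells stably carrying GPR55 and arrestin-GFP stimulated by 5 µM LPI near EC80; imaged beta-arrestin-GFP aggregate spots per cell after agonist stimulation; plate controls were LPI-stimulated DMSO wells for no effect and DMSO wells without LPI for full effect; some results filed as inactive read as strong as hits; confirmed hits need IC50 under 10 µM and bright autofluorescent wells are also inconclusive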
# MgcRacGAP inhibition: MgcRacGAP GTPase-activating activity inhibitors, confirmation, biochemical, ADP Hunter fluorescence; MgcRacGAP-stimulated Rac1 GTP hydrolysis, ADP Hunter fluorescence; higher % means a stronger effect; GST-tagged Rac1 F28L mutant substrate; one-dose inhibition, % at 30 µM; IC50 in µM for titrated hits; hit rate 0.6% among 340,000;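 active means first-screen hits whose inhibition reached a set limit at any dose in the follow-up dose series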;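 further: fluorescence reports GDP produced by GAP-driven GTP hydrolysis; strong numbers were not always called active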
# KOR beta-arrestin-2: KOR agonists, beta-arrestin recruitment, primary screen, cell-based, luminescence, uHTS (AID 1777); KOR beta-arrestin recruitment, luminescence; higher % means a stronger effect; one-dose activation, % at 10 µM; EC50 in µM for titrated hits; hit rate 0.02% among 280,000; in the data active means activation above about 50%, passing the limit was not always enough; further: a part of the inactive calls stands beside numbers as strong as those of hits
# NTR1 agonist cell count 20 µM: recorded beside NTR1 agonist, whose call it bears; cell count; measured here: cell count, cytotoxicity flag
# Numbers without * were called inactive; i = inactive; . = not tested or not shown; [ ] = remark or other dose. An excerpt, so the mix of outcomes need not match the whole.
SMILES,GPR55 beta-arrestin,NOD1 NF-kB reporter,KOR beta-arrestin-1,K1F lysis inhibition,GPR35 antagonists,NTR1 agonist,NTR1 agonist cell count 20 µM,GPR55 LPI antagonism,MgcRacGAP inhibition,KOR beta-arrestin-2
CC(C)OC(=O)c1c(N)n(CCCN2CCOCC2)c2nc3ccccc3nc12,-0.1%,-7%,-53%,2.4%,-9%,-3.1,88,6%,8%,5.9%
N#C/C(=C/c1ccc(-c2cc([N+](=O)[O-])ccc2Cl)o1)C(N)=O,-0.1%,0%,-78%,-0.1%,-2%,1.8,61,-6%,-9%,30%
COc1ccc(N(C(C)=O)c2nc(C)cc(C)c2C#N)c(OC)c1,-0.1%,-14%,-48%[20 µM],0.1%,2%,-0.9,79,14%,5%,-7.9%
CCCCOc1ccc(C(=O)Nc2ccc(C)cc2[N+](=O)[O-])cc1,0.0%,-30%,2%,2.5%[50 µM],-7%,5.0,72,5%,4%,6.8%
O=C(CCS(=O)(=O)Cc1ccccc1)NCC1CCCO1 (stereo not given),-0.1%,-16%,34%,2.4%[50 µM],5%,0.8,47,-4%,-1%,5.2%
O=C(CSc1nnc(-c2ccc(S(=O)(=O)N3CCCC3)cc2)o1)NCc1ccccc1,0.1%,-12%,-50%,0.2%,-11%,1.3,93,-3%,5%,6.0%
CCOC(=O)C(C)n1cnc2c(nnn2-c2ccc(C)cc2)c1=O (stereo not given),-0.1%,-20%,-1%,3.2%,-5%,-1.4,74,2%,1%,-4.6%
Cc1cc(OC(C)C(=O)NCc2cccnc2)c2c(C)c(C)c(=O)oc2c1 (stereo not given),-0.1%,-15%,-20%,0.2%,1%,0.2,58,-6%,13%,-2.6%
COc1ccc(S(=O)(=O)N2CCN(c3ccccn3)CC2)c(OC)c1,-0.2%,-14%,7%,1.7%,-3%,-0.2,64,2%,11%,-4.5%
COCc1nnc(NC(=O)c2ccc(Cl)cc2[N+](=O)[O-])s1,0.0%,-17%,-10%,2.1%,-6%,1.3,61,13%,6%,6.9%
c1ccc2c(c1)C(=Nn1cnnc1)c1ccccc1-2,-0.1%,-16%,3%,1.4%,-6%,1.7,40,-2%,3%,-0.3%
O=C(O)c1cccnc1SCc1cn2cc(Cl)ccc2n1,-0.2%,-12%,1%,-0.1%,11%,-0.2,55,-7%,13%,-2.2%
Cc1cccc(NC(=O)c2nc[nH]c2C(=O)NCC(=O)OC(C)(C)C)c1,0.7%,-9%,4%,-0.5%,-11%,3.0,82,11%,5%,-0.5%
COc1cccc(-c2cc(C(=O)NCC3CCCO3)c3ccccc3n2)c1 (stereo not given),-0.2%,-15%,-9%,1.5%,8%,2.6,52,-5%,2%,4.0%
Fc1ccccc1N=C1NN=C(c2ccccc2)CS1,0.3%,-60%,10%,0.1%,-8%,0.6,45,3%,2%,-6.0%
COc1ccc(/C=N/NC(=O)C(Cc2c[nH]c3ccccc23)NC(=O)OCC(C)C)cc1[N+](=O)[O-] (stereo not given),0.9%,-3%,-2%,3.6%,-5%,3.2,102,6%,1%,3.2%
CCCC/C(C)=N/NC(=O)Nc1ccccc1,-0.1%,-28%,3%,0.1%,5%,-1.2,47,-1%,8%,-1.3%
CCOC(=O)C(NC(=O)Nc1ccc(Cl)cn1)(Oc1ccccc1)C(F)(F)F (stereo not given),-0.2%,-20%,12%,2.5%[50 µM],11%,-1.1,66,-1%,4%,5.6%
N#CCSc1ccc2nc(-c3ccccc3)cn2n1,-0.2%,-10%,-28%,0.2%,0%,0.2,42,-6%,-4%,-2.6%
O=C(COC(=O)c1ccccc1Oc1ccccc1)NC1CC1,0.4%,-20%,-5%,-0.3%,-4%,2.9,37,11%,4%,-6.5%

# For reference, part of the list above:
SMILES,GPR55 beta-arrestin,NOD1 NF-kB reporter,KOR beta-arrestin-1,K1F lysis inhibition,GPR35 antagonists,NTR1 agonist,NTR1 agonist cell count 20 µM,GPR55 LPI antagonism,MgcRacGAP inhibition,KOR beta-arrestin-2
c1ccc2c(c1)C(=Nn1cnnc1)c1ccccc1-2,-0.1%,-16%,3%,1.4%,-6%,1.7,40,-2%,3%,-0.3%
O=C(O)c1cccnc1SCc1cn2cc(Cl)ccc2n1,-0.2%,-12%,1%,-0.1%,11%,-0.2,55,-7%,13%,-2.2%
Cc1cccc(NC(=O)c2nc[nH]c2C(=O)NCC(=O)OC(C)(C)C)c1,0.7%,-9%,4%,-0.5%,-11%,3.0,82,11%,5%,-0.5%
COc1cccc(-c2cc(C(=O)NCC3CCCO3)c3ccccc3n2)c1 (stereo not given),-0.2%,-15%,-9%,1.5%,8%,2.6,52,-5%,2%,4.0%

# Next part.
SMILES,GPR55 beta-arrestin,NOD1 NF-kB reporter,KOR beta-arrestin-1,K1F lysis inhibition,GPR35 antagonists,NTR1 agonist,NTR1 agonist cell count 20 µM,GPR55 LPI antagonism,MgcRacGAP inhibition,KOR beta-arrestin-2
Cc1cc(SCC(=O)NCCN2C(=O)CSC2=O)nc2c(C)cccc12,1.2%,30%,-36%,1.7%,-1%,-1.3,46,-9%,4%,1.3%
O=C1CCCc2c1cc(C(=O)NCc1ccco1)c(=O)n2-c1ccccc1,-0.2%,-6%,-3%,2.6%,-6%,1.5,83,10%,2%,-0.4%
C/C(CCN1CCc2nc(-c3ccccc3)c(-c3ccccc3)cc2C1)=N\O[C@@H](C)c1cn([C@H](CO)Cc2ccccc2)nn1,-0.1%,-8%,-15%,.,-1%,6.6,78,0%,.,1.9%
COc1ccc2nc(NC(=O)C3CCCO3)sc2c1 (stereo not given),0.2%,-47%,-39%,0.1%,-8%,0.5,31,8%,3%,2.2%
CC(C)CC(=O)Nc1nc(-c2ccc(S(=O)(=O)N3CCOCC3)cc2)cs1,0.0%,-18%,-4%,0.0%,-1%,4.3,62,3%,11%,-1.3%
N/C(=N\OC(=O)CCCN1C(=O)c2ccccc2C1=O)c1ccccn1,0.3%,-28%,-22%,-0.1%,0%,0.5,43,-4%,1%,3.1%
Nc1ccc(Oc2ccc3c(c2)OCO3)cc1,0.1%,-48%,-13%,0.1%,10%,5.0,53,0%,16%,-0.8%
CC(C)CCNC(=S)Nc1ccc([N+](=O)[O-])cc1,-0.2%,1%,.,i,-9%,4.3,58,10%,10%,4.4%
COc1ccc(NC(=O)[C@@H]2CCCN2C(=O)[C@@H]2Cc3ccccc3CN2C(=O)OC(C)(C)C)cc1,-0.2%,-20%,16%,-0.7%,-4%,-1.0,51,4%,-25%,0.2%
COC(=O)/C(N=Nc1cccc(C(F)(F)F)c1)=C(\C)O,-0.3%,1%,-4%,0.5%,4%,-0.8,40,-2%,12%,0.1%
COc1cc2cc(CN(CCCO)S(=O)(=O)c3ccccc3)c(=O)[nH]c2cc1OC,-0.2%,6%,21%,1.4%,-9%,-1.0,52,2%,1%,5.6%
O=C(C1=C(O)C(=O)N(CC2CCCO2)C1c1ccccc1[N+](=O)[O-])c1ccco1 (stereo not given),-0.1%,0%,-5%,0.5%,-3%,-0.4,47,6%,10%,3.0%
CCNC(=S)N/N=C(\C)c1ccc2c(c1)OCCO2,-0.2%,-42%,2%,8.6%,-7%,0.2,54,5%,13%,-0.4%
CCN(Cc1ccccc1)S(=O)(=O)c1c(C(=O)N2CCCC2)c(C)n(C)c1C,-0.2%,-9%,-4%,0.1%,23%,-1.1,68,-2%,7%,-0.4%
CC(C)(C)NNC(=S)Nc1cccc(F)c1,-0.1%,-11%,37%,0.1%,16%,-0.1,49,21%,10%,6.1%
CC(C)(C)CC(=O)NCc1cccs1,0.4%,-19%,-30%[20 µM],0.0%,-10%,4.5,54,-1%,3%,1.2%
O=C1CCc2nc3ccccc3c(=O)n2N1,-0.2%,-13%,-8%,8.8%,0%,-0.7,38,15%,0%,-2.5%
Cc1ccc(-n2nnnc2SCC(=O)NC2CCCc3ccccc32)c(C)c1 (stereo not given),-0.2%,5%,-3%,-0.8%[50 µM],-2%,1.4,72,-1%,2%,5.4%
Clc1ccccc1CN1CCC(Cc2ccccc2)CC1,-0.1%,36%,-27%,6.4%,15%,1.1,47,27%,10%,2.8%
C/C(=N\NC(=O)c1cccs1)C(C)(C)C,0.2%,-23%,-5%,1.0%,4%,-0.1,69,-12%,-1%,-0.8%
Cc1ccc(O)c(C(=O)c2cc(C#N)c(=O)n(CC3CCCO3)c2)c1 (stereo not given),-0.1%,22%,-44%,0.2%,-10%,-0.4,51,-1%,13%,6.1%
CCCN(CCC)C(=O)CSc1nc2n[nH]c(C)c2c(=N)n1-c1ccc(OC)cc1,-0.1%,26%,-22%,-0.3%,5%,1.9,45,10%,9%,-4.1%
COc1ccc(Cl)cc1S(=O)(=O)NC(C)C(=O)NCc1ccccn1 (stereo not given),0.3%,-2%,-21%,0.0%,-2%,-0.3,52,-9%,8%,1.2%
Cc1onc(-c2ccccc2)c1C(=O)N=C(N)c1ccc(C(F)(F)F)cc1,0.5%,1%,19%,.,6%,0.2,46,-3%,.,-0.9%
CCCc1nc2sc3c(SCC(=O)NCc4ccco4)ncnc3c2c2c1CCC2,-0.3%,36%,-10%,4.4%,-21%,17,68,-10%,24%,-1.3%
C/C(Cn1ncc(N2CCOCC2)c(Cl)c1=O)=N\O,-0.3%,-7%,1%,-0.2%,-7%,-0.3,64,-2%,9%,-6.1%
O=C(CCn1ccc2cc(S(=O)(=O)N3CCCC3)ccc21)NCc1ccccc1F,-0.1%,-1%,-11%,0.4%,14%,-1.6,52,5%,12%,5.3%
O=C(CNC(=O)c1ccco1)NCCCc1ccccc1,-0.1%,17%,-9%,0.2%,-8%,-0.8,76,-11%,12%,-0.5%
Cc1cccc(NC(=S)NC2CCCC2)c1C,0.2%,-22%,-5%,-1.4%,0%,-0.4,51,1%,-3%,-4.6%
CCN1C=CC2=C(C#N)C(N)C(C#N)(C#N)C(c3ccccc3C(F)(F)F)C2C1 (stereo not given),-0.4%,-7%,3%,3.0%,13%,-1.5,50,11%,-3%,0.3%
CC1CCCCC1NC(=O)COC(=O)c1c2c(nc3ccccc13)/C(=C/c1ccco1)CC2 (stereo not given),0.6%,-37%,.,-0.2%[50 µM],-6%,.,.,-1%,-10%,-0.2%
Cc1ccccc1C(=O)OC1CCCN(C)C1 (stereo not given),-0.1%,-25%,-24%[20 µM],-1.8%,6%,2.3,50,-7%,-2%,2.0%
CN(Cc1ccccc1)C(=O)c1cccc(NC(=O)c2ccco2)c1,0.4%,-3%,16%,0.3%,6%,1.0,64,9%,3%,1.2%
COc1ccc(-c2nnc(SCC(=O)Nc3cc(F)ccc3C)o2)cc1,-0.1%,13%,-30%,0.9%,10%,3.9,44,0%,5%,0.7%
